M1AAP inhibition = P. falciparum M1AAP inhibitors, biochemical, fluorogenic H-Leu-NHMec substrate, 1536-well (AID 1445). recombinant M1AAP, H-Leu-NHMec fluorogenic kinetic assay; higher % means a stronger effect. one-dose inhibition, % at 30 µM; IC50 in µM for titrated hits. hit rate 0.42% among 220,000;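 active = primary inhibition above the hit cutoff, then over 50% inhibition at one or more dose response concentrations, cut at about 23% in these data, passing the limit was not always enough; inconclusive = conflicting primary data, or primary hits not chosen for dose response; inactive = low primary inhibition, or under 50% at every dose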;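 note: plate controls were DMSO full reaction for no effect and no enzyme background for full effect; strong numbers were not always called active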
PhoP inhibition = inhibitors of PhoP regulon expression, primary screen, Salmonella Typhimurium, GFP reporter (AID 1863) | hit rate 0.16% among 300,000 | S. Typhimurium PhoP-regulated promoter GFP reporter, 4 h; higher % means a stronger effect | one-dose inhibition, % at 50 µM; IC50 in µM for titrated hits;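 active = inhibition over 29.93%, a cutoff 3 SD above the screen mean, later confirmed by dose response; inconclusive = inhibition over 29.93% but no dose response follow-up; inactive = inhibition at most 29.93% or unconfirmed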;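 note: 0% = low Mg2+ inducing control and 100% = high Mg2+ repressing control; strong numbers were not always called active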
ER stress rescue = rescue of cells from ER stress-induced death, primary screen, 384-well, CSM14.1, thapsigargin, ATP luminescence (AID 1222); CSM14.1 thapsigargin-induced death rescue, ATP luminescence; higher % means a stronger effect; cellular ATP content (survival), % at 20 µM, or EC50 in µM where a hit was titrated; 190,000 tested, under 10 active;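 active = EC50 below 50 µM in the dose-response confirmation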;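 note: death triggered by thapsigargin at about 15 µM added after 2 h compound pretreatment; cell ATP read after overnight thapsigargin exposure of roughly 18 to 22 hours; normalized against plate controls of thapsigargin alone and 5% DMSO vehicle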
XIAP displacement = XIAP antagonists, biochemical, IAP family, fluorescence polarization (AID 1018); E3 ubiquitin-protein ligase XIAP (Homo sapiens); XIAP BIR domain, fluorescence polarization peptide displacement; higher % means a stronger effect; displacement, % at 20 µM; hits with a dose series show IC50 in µM; hit rate 0.007% among 200,000; in the data active = displacement above about 50%; note: a part of the inactive calls stands beside numbers as strong as those of hits
PMI inhibition = human PMI inhibitors, high substrate, primary screen, biochemical, fluorescence intensity, high mannose 6-phosphate (AID 1220); Mannose-6-phosphate isomerase (Homo sapiens); hit rate 0.66% among 190,000; inhibition, % at 20 µM, or IC50 in µM where a hit was titrated; recombinant PMI enzyme, coupled fluorescence intensity; higher % means a stronger effect; in the data active = inhibition above about 50%
M17LAP inhibition = P. falciparum M17LAP inhibitors, primary screen, biochemical, fluorogenic H-Leu-NHMec substrate, 1536-well (AID 1619) | Leucine aminopeptidase (Plasmodium falciparum (isolate 3D7)) | recombinant M17LAP, H-Leu-NHMec fluorogenic kinetic assay; higher % means a stronger effect | inhibition, % at 30 µM, or IC50 in µM where a hit was titrated | hit rate 0.38% among 220,000;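 active = compound inhibiting the enzyme by more than half at any dose during confirmatory dose-response retesting; inconclusive = strong single-dose inhibitors picked by rank but not retested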;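 note: plate controls were full reaction with DMSO carrier for no effect and no enzyme background for full effect; strong numbers were not always called active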
SIAH1 antagonists = Siah-1 peptide-binding antagonists, primary screen, biochemical, fluorescence polarization, rhodamine-plectin, uHTS (AID 1817) | Siah-1 / rhodamine-plectin peptide fluorescence polarization; higher % means a stronger effect | hit rate 0.02% among 290,000 | displacement, % at 20 µM; hits with a dose series show IC50 in µM | E3 ubiquitin-protein ligase SIAH1 (Homo sapiens);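 active = displacement of at least 50% at 20 µM, with a fluorescence ratio check between 0.3 and a set limit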;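 note: plate controls were Siah plus tracer with DMSO for no effect and tracer alone without Siah for full effect; strong numbers were not always called active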
West Nile virus CPE = West Nile virus antiviral activity, cell-based, CPE readout (AID 1621); West Nile virus-infected cells, CPE inhibition; higher % means a stronger effect; one-dose CPE inhibition, % at 10 µM; IC50 in µM for titrated hits; hit rate 0.02% among 290,000; in the data active = a potency from the dose series; inconclusive = CPE inhibition mostly from about 3.7% at the one dose, without a potency; inactive = the rest, 99 in 100 with CPE inhibition below about 2.2%; note: strong numbers were not always called active
Yfh1-depleted yeast = enhancers of respiration in Yfh1-depleted yeast, dose response, Friedreich's ataxia, plus single-dose screen (AID 1465); S. cerevisiae Yfh1-off respiration, WST-1 reduction, 72 h; higher fold induction means a stronger effect; fold induction at 50 µM, or EC50 in µM where a hit was titrated; hit rate 0.074% among 220,000;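 active = fold induction of absorbance versus untreated yeast above a set limit, then at least 30% activation at any dose in follow-up; inconclusive = repeats straddling the limit, or above it without dose testing; inactive = fold induction below the set limit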;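 note: activators that raise dye reduction in frataxin-depleted yeast; strong numbers were not always called active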
Starred values were filed as active, the others as inactive; i = inactive; ? = inconclusive; . = no result given.

The first two compounds, to show the layout:
SMILES	M1AAP inhibition	PhoP inhibition	ER stress rescue	XIAP displacement	PMI inhibition	M17LAP inhibition	SIAH1 antagonists	West Nile virus CPE	Yfh1-depleted yeast
COc1ccccc1CNC(=O)c1ccccc1N	4.8%	3.2%	0.0%	-3.7%	3.4%	-14.6%	-0.7%	-0.2%	i
CNc1ccc(NC(C)=O)cc1[N+](=O)[O-]	9.8%	15.5%	0.1%	0.3%	7.6%	17.3%	6.5%	0.1%	i

The listing (from the top)
SMILES	M1AAP inhibition	PhoP inhibition	ER stress rescue	XIAP displacement	PMI inhibition	M17LAP inhibition	SIAH1 antagonists	West Nile virus CPE	Yfh1-depleted yeast
COc1ccccc1CNC(=O)c1ccccc1N	4.8%	3.2%	0.0%	-3.7%	3.4%	-14.6%	-0.7%	-0.2%	i
CNc1ccc(NC(C)=O)cc1[N+](=O)[O-]	9.8%	15.5%	0.1%	0.3%	7.6%	17.3%	6.5%	0.1%	i
CC1(C)CC(=O)C=C(NCc2ccco2)C1	.	.	0.3%	-5.3%	-5.5%	.	-0.3%	-0.2%	i
COC(=O)[C@@H]1C[C@@H]2CC[C@@H](O)C[C@@H]2N1Cc1ccc(N2CCN(C)CC2)cc1	2.6%	-3.1%	.	.	.	9.5%	4.0%	-0.7%	i
CCOC(=O)C1=C(C)NC(=O)C1CC(=O)O (stereo unspecified)	-2.8%	-4.0%	-1.5%	-4.6%	-18.4%	-0.2%	8.0%	-0.5%	i
Cc1ccsc1C(=O)N/N=C/C=C/c1ccccc1[N+](=O)[O-]	7.5%	0.9%	-0.3%	-5.7%	6.4%	6.3%	-0.7%	0.6%	i
CNC(=S)N/N=C/c1ccc(N(C)C)cc1	20.1%	-7.8%	.	.	.	-49.3%	-2.7%	0.4%	i
Cc1cccc(CSc2nc(N)c(C#N)c(-c3cccs3)c2C#N)c1	1.1%	3.9%	6.4%	-4.1%	5.0%	0.5%	2.1%	2.0%	i
CCn1c(COc2cccc(C)c2)nnc1SCC(=O)N1CCCC1	-1.2%	-6.8%	-0.7%	-5.4%	-12.5%	1.6%	-2.3%	0.6%	i
COc1ccc(C(=O)N2c3ccc(F)cc3CCC2C)cc1OC (stereo unspecified)	-3.4%	-4.3%	-0.7%	-0.7%	9.9%	-2.5%	-0.8%	-0.4%	i
COc1cc(/C=N/Nc2snc(SC)c2C#N)cc(OC)c1OC	4.6%	13.2%	-1.8%	-1.8%	-36.2%	1.6%	1.5%	-0.3%	i
C=CCn1c(CNC(=O)c2cccs2)nnc1SCC(=O)c1ccc(Br)cc1	8.8%	15.2%	-2.0%	0.5%	6.1%	7.7%	5.6%	-0.7%	i
CCOC(=O)c1ccc(N2C(=O)CC(N3CCC(Nc4ccc(F)cc4)CC3)C2=O)cc1 (stereo unspecified)	0.2%	1.5%	17.6%	-1.8%	9.0%	8.7%	-2.4%	-0.9%	i
COc1ccc(C2=CC(=O)C=CC2=O)cc1	12.1%	-1.9%	.	.	.	0.3%	13.1%	0.0%	?
COc1cc(-c2nnc(SCC(=O)N(C)C3CCS(=O)(=O)C3)o2)cc(OC)c1OC (stereo unspecified)	4.5%	-7.6%	-1.3%	-3.7%	8.4%	16.9%	1.8%	-0.1%	i
NC(=O)CSc1nc2ccc([N+](=O)[O-])cc2[nH]1	8.1%	-3.5%	-1.3%	-4.8%	-7.4%	30.2%	-2.5%	0.5%	i
Cn1cc([N+](=O)[O-])c(C(=O)NNC(=O)c2ccc([N+](=O)[O-])cc2Cl)n1	4.8%	7.5%	0.0%	-4.1%	-7.2%	16.4%	4.2%	-0.8%	i
c1ccc(CC2CCN(Cc3nc(-c4ccccc4)no3)CC2)cc1	0.5%	9.0%	.	-3.5%	10.2%	-8.2%	5.5%	-0.3%	i
CC(C)c1cc(C(=O)Nc2cc(Br)ccc2O)no1	-6.0%	22.5%	1.9%	-1.8%	0.1%	2.8%	3.2%	-1.0%	i
Cc1onc(-c2ccccc2)c1C(=O)Nc1ccc2c(C)cc(=O)oc2c1	1.2%	-1.1%	1.3%	-3.2%	5.1%	-16.1%	-2.3%	-0.3%	i
O=C(COc1ccc(Cl)cc1Cl)Nc1nc2n(n1)C(c1ccccc1)CC(=O)N2 (stereo unspecified)	4.6%	1.7%	-0.8%	-2.5%	11.8%	11.4%	10.8%	-0.2%	i
O=S(=O)(Nc1cccc(-c2cn3cccnc3n2)c1)c1ccc(-c2ccccc2)cc1	7.9%	-14.0%	2.6%	-10.8%	0.8%	-98.6%	-0.1%	.	.
O=C(CN1C(=O)NC2(CCCCCC2)C1=O)NCc1ccco1	0.9%	4.8%	-0.7%	-9.6%	8.2%	9.1%	-2.9%	0.6%	i
CC(=O)N[C@@H](Cc1c[nH]c2ccccc12)C(=O)OCC(=O)NCc1ccc2c(c1)OCO2	4.9%	-8.2%	-3.0%	-2.7%	-5.1%	-3.7%	-3.7%	0.7%	i

A stretch of the results above, for reference:
SMILES	M1AAP inhibition	PhoP inhibition	ER stress rescue	XIAP displacement	PMI inhibition	M17LAP inhibition	SIAH1 antagonists	West Nile virus CPE	Yfh1-depleted yeast
COc1cc(/C=N/Nc2snc(SC)c2C#N)cc(OC)c1OC	4.6%	13.2%	-1.8%	-1.8%	-36.2%	1.6%	1.5%	-0.3%	i
C=CCn1c(CNC(=O)c2cccs2)nnc1SCC(=O)c1ccc(Br)cc1	8.8%	15.2%	-2.0%	0.5%	6.1%	7.7%	5.6%	-0.7%	i
CCOC(=O)c1ccc(N2C(=O)CC(N3CCC(Nc4ccc(F)cc4)CC3)C2=O)cc1 (stereo unspecified)	0.2%	1.5%	17.6%	-1.8%	9.0%	8.7%	-2.4%	-0.9%	i
COc1ccc(C2=CC(=O)C=CC2=O)cc1	12.1%	-1.9%	.	.	.	0.3%	13.1%	0.0%	?
COc1cc(-c2nnc(SCC(=O)N(C)C3CCS(=O)(=O)C3)o2)cc(OC)c1OC (stereo unspecified)	4.5%	-7.6%	-1.3%	-3.7%	8.4%	16.9%	1.8%	-0.1%	i
NC(=O)CSc1nc2ccc([N+](=O)[O-])cc2[nH]1	8.1%	-3.5%	-1.3%	-4.8%	-7.4%	30.2%	-2.5%	0.5%	i
Cn1cc([N+](=O)[O-])c(C(=O)NNC(=O)c2ccc([N+](=O)[O-])cc2Cl)n1	4.8%	7.5%	0.0%	-4.1%	-7.2%	16.4%	4.2%	-0.8%	i
c1ccc(CC2CCN(Cc3nc(-c4ccccc4)no3)CC2)cc1	0.5%	9.0%	.	-3.5%	10.2%	-8.2%	5.5%	-0.3%	i
CC(C)c1cc(C(=O)Nc2cc(Br)ccc2O)no1	-6.0%	22.5%	1.9%	-1.8%	0.1%	2.8%	3.2%	-1.0%	i
Cc1onc(-c2ccccc2)c1C(=O)Nc1ccc2c(C)cc(=O)oc2c1	1.2%	-1.1%	1.3%	-3.2%	5.1%	-16.1%	-2.3%	-0.3%	i
O=C(COc1ccc(Cl)cc1Cl)Nc1nc2n(n1)C(c1ccccc1)CC(=O)N2 (stereo unspecified)	4.6%	1.7%	-0.8%	-2.5%	11.8%	11.4%	10.8%	-0.2%	i
O=S(=O)(Nc1cccc(-c2cn3cccnc3n2)c1)c1ccc(-c2ccccc2)cc1	7.9%	-14.0%	2.6%	-10.8%	0.8%	-98.6%	-0.1%	.	.
O=C(CN1C(=O)NC2(CCCCCC2)C1=O)NCc1ccco1	0.9%	4.8%	-0.7%	-9.6%	8.2%	9.1%	-2.9%	0.6%	i
CC(=O)N[C@@H](Cc1c[nH]c2ccccc12)C(=O)OCC(=O)NCc1ccc2c(c1)OCO2	4.9%	-8.2%	-3.0%	-2.7%	-5.1%	-3.7%	-3.7%	0.7%	i
